Source: PubChem (several laboratories)
M4 PAM: positive allosteric modulators of human muscarinic M4 receptor | 360,000 tested, 0.4% active | CHO-K1 hM4/Gqi5, Fluo-8 calcium fluorescence, ACh EC20; 0% = ACh EC20, 100% = maximal ACh | activation, % at 3 µM | P08173;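 active = activation above its plate's cutoff, the mean activation of sample wells plus 3 SD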; also: some results filed as inactive read as strong as hits
Target sequence (P08173 whole entry, looked up): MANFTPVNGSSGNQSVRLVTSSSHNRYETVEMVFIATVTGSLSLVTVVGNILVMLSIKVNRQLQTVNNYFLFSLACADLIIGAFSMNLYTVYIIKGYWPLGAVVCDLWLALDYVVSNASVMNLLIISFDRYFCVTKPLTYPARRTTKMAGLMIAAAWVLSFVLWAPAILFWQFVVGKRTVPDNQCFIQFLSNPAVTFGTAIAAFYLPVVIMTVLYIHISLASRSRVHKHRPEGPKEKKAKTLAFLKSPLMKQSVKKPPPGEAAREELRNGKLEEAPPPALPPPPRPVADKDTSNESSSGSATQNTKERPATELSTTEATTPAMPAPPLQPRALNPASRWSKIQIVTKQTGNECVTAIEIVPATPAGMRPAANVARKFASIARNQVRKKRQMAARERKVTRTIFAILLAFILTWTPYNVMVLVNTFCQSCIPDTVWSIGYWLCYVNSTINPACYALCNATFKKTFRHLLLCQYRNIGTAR
M4 antag: antagonists of human muscarinic M4 receptor (CHRM4); CHO-hM4 cells, ACh EC80, Fluo-8 calcium fluorescence; AID 624125; P08173; inhibition, % at 3 µM; 360,000 tested, 0.73% active;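 active = inhibition above its plate's cutoff, the mean inhibition of sample wells plus 3 SD, cut at about 27% in these data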;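 also: 0% = acetylcholine EC80 with DMSO and 100% = DMSO without agonist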
CRFR2-BP antag: antagonists of CRF-binding protein/CRF-R2 receptor complex. HEK293 CRF-R2/CRF-BP, CRF-induced calcium fluorescence. inhibition, % at 11.8 µM. 350,000 tested, 0.59% active. AID 588475;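 active = inhibition of the ligand-induced calcium signal above about 50% at the single tested concentration, limit read from the data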
CRFR2-BP ag: CRF-BP/CRF-R2 complex agonism | activation, % at 13.2 µM | HEK293 CRF-R2/CRF-BP, calcium dye fluorescence (FLIPR); percent of saturating CRF peptide response | 350,000 tested, 0.46% active;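 active = activation of at least 50%, plus an integration ratio under a set limit after plate pattern correction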;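 also: plate controls were neutral control wells without compound for no effect and CRF at EC100 for full effect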
CHRM5 PAM: positive allosteric modulators of human muscarinic M5 receptor; P08912; CHO-K1 hM5, Fluo-8 calcium, ACh EC20 PAM; 0% = ACh EC20, 100% = ACh EC100; 360,000 tested, 0.3% active; activation, % at 3 µM;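 active = activation above the run cutoff, the mean activation of all test compounds plus 3 SD, cut at about 18% in these data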
Target sequence (P08912 whole entry, looked up): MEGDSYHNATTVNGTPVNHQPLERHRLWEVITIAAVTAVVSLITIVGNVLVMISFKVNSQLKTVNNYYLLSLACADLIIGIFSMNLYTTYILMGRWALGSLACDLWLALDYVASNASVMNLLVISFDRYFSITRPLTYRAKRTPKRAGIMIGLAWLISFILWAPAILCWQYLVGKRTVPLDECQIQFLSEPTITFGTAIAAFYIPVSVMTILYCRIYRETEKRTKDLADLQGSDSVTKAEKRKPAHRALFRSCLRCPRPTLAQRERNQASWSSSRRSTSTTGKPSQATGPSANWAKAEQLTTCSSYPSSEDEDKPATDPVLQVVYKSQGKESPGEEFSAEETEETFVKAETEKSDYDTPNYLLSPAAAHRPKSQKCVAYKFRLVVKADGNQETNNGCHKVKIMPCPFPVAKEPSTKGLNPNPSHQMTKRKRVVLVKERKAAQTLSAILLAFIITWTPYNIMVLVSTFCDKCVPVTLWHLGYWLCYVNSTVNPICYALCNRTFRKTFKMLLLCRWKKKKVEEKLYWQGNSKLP
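Measured by: Fluo-8 calcium fluorescence; material: human M5 receptor in CHO-K1 cells; schedule: Post-acetylcholine fluorescence recording 140 s; benchmarks: low control EC20 acetylcholine (0%), high control EC100 acetylcholine (100%); read-out: Max/basal fluorescence ratio as % of EC20–EC100 ACh window; compound: single dose, 3 µM nominal final test concentration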
CHRM5 antagonist: blocks acetylcholine activation of human M5 receptor | P08912 | CHO-hM5 cells, Fluo-8 calcium fluorescence, ACh EC80 | inhibition, % at 3 µM | 360,000 tested, 0.59% active;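 active = inhibition above a per-plate cutoff, the mean of that plate's test compounds plus 3 SD, cut at about 27% in these data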;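 also: 0% = acetylcholine EC80 with DMSO and 100% = DMSO without agonist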
IDE inh: inhibitors of human insulin-degrading enzyme in cells | P14735 | HEK cells, FAbetaB cleavage, fluorescence polarization | inhibition, % at 5.59 µM | 320,000 tested, 0.41% active | AID 434962;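 active = percent inhibition above the average of all tested compounds plus 3 SD, set per screening campaign, cut at about 16% in these data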;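 also: IDE supplied by intact live HEK cells; FP after avidin binding of uncleaved biotin substrate so inhibition keeps polarization high; 0% = DMSO wells and 100% = 60 µM reference IDE inhibitor Ii1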
M5 ag: CHRM5 agonism in calcium assay. 360,000 tested, 0.19% active. activation, % at 3 µM. AID 624037. CHO-K1 hM5 cells, Fluo-8 calcium fluorescence; 0% DMSO wells, 100% maximal acetylcholine response;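 active = activation above the run's mean over test compounds plus 3 SD, cut at about 23% in these data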;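 also: signal is peak over basal fluorescence ratio across the kinetic read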
M4 ag: CHRM4 agonism in calcium assay | 360,000 tested, 0.14% active | CHO-K1 hM4/Gqi5, Fluo-8 calcium fluorescence; vehicle 0%, full acetylcholine response 100% | activation, % at 3 µM;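 active = activation above the run mean over all test wells plus 3 SD, cut at about 32% in these data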;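 also: peak over basal fluorescence ratio per well then scaled between controls; 0% = DMSO wells and 100% = acetylcholine at EC100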
* hit, by the source's call; . = not tested or not shown.

SMILES | M4 PAM | M4 antag | CRFR2-BP antag | CRFR2-BP ag | CHRM5 PAM | CHRM5 antagonist | IDE inh | M5 ag | M4 ag
Cc1ccc(C(=O)c2ncc[nH]2)cc1 | 9.3 | -5.3 | 4.2 | -1.0 | 10.7 | -0.6 | -4.9 | -0.1 | 1.7
COc1ccc(C(=O)NC(=S)NCCc2ccccc2)cc1 | 6.4 | -2.6 | -7.1 | -1.5 | -7.4 | -3.6 | -3.0 | -8.0 | -1.2
Cc1cc(NC(=O)CSc2nc3ccsc3c(=O)n2CCCCC(=O)O)no1 | 14.6 | -7.4 | 0.1 | -3.4 | 2.6 | 8.2 | 6.7 | 0.6 | 0.9
NC(=O)NCCN1CCN(c2ncc(C(F)(F)F)cc2Cl)CC1 | 6.0 | -3.3 | 2.5 | -1.2 | -1.2 | -13.1 | 6.0 | 1.2 | 1.8
Cc1cn(Cc2ccccc2Cn2cc(C)c(=O)[nH]c2=O)c(=O)[nH]c1=O | -9.5 | 7.2 | 10.8 | -1.0 | 1.8 | 10.9 | -6.4 | -2.0 | 0.4
O=C(NCC(=O)N1CCCC(C(F)(F)F)C1)c1ccc2ccccc2c1 (configuration not stated) | -3.7 | 1.2 | 9.7 | -3.3 | -0.3 | 6.2 | -4.1 | 0.0 | 2.1
Nc1ccccc1Nc1c(F)c(F)nc(F)c1Cl | -5.7 | 5.1 | 5.5 | -0.5 | 0.5 | 4.2 | 2.0 | -3.6 | 0.0
COc1ccc(C(=O)NC(Nc2ccc(C)cc2)C(Cl)(Cl)Cl)cc1 (configuration not stated) | -11.4 | 8.8 | 18.4 | 2.2 | -14.0 | 19.0 | -6.8 | 0.0 | 4.7
Cc1ccc(O)c(C(=O)c2cnc3onc(-c4ccc(F)cc4)c3c2)c1 | 8.2 | -5.1 | -12.1 | 0.2 | -0.8 | 4.5 | -1.2 | -2.0 | -0.1
CCC(C(=O)Nc1ccc(C(=O)O)cc1NC(=O)C(CC)c1ccccc1)c1ccccc1 (configuration not stated) | -6.7 | 5.6 | 4.3 | 2.0 | -2.8 | 11.3 | 4.0 | -3.2 | 0.7
O=C(CNC(=O)/C(=C\c1ccc(F)cc1)NC(=O)c1ccccc1)OCc1ccccc1 | -4.3 | -5.4 | -6.7 | -0.9 | -1.8 | -2.7 | 3.9 | 0.1 | 3.0
CCCCn1c(N)c(N(CCOC)C(=O)c2c(-c3ccccc3)noc2C)c(=O)[nH]c1=O | 2.4 | -4.5 | 3.5 | -0.6 | 1.3 | 0.8 | -8.2 | 0.5 | 0.1
CS/C(=N\S(=O)(=O)c1ccc(Cl)cc1)c1ccccc1 | 4.0 | -1.5 | 20.1 | -1.6 | 3.1 | 1.7 | 4.4 | 2.1 | -0.1
COc1ccc(Cl)cc1NC(=O)c1ccoc1C | -1.2 | 3.7 | 80.3* | -1.6 | 2.1 | -0.2 | 6.1 | -0.9 | -1.3
O=C(CSc1nc2cc(Cl)ccc2s1)c1cc2ccccc2o1 | -0.9 | -4.9 | 9.5 | 1.5 | -1.4 | -1.0 | -1.9 | 3.0 | 7.8
CCCCNC(=O)N1CCN(C(=O)c2ccco2)CC1 | 2.6 | 0.2 | 8.5 | 0.4 | 5.2 | 7.7 | 2.1 | -1.3 | 1.1
Cc1c(C(=O)NC2CCCc3ccccc32)oc2ccc(S(=O)(=O)N3CCCC3)cc12 (configuration not stated) | -3.0 | 12.1 | -8.5 | -0.2 | -5.4 | 1.1 | -0.6 | 1.5 | 1.4
O=C(Nc1ccnn1C1CCN(Cc2ccccc2)CC1)C1CCOC1 (configuration not stated) | -3.5 | -2.1 | -5.5 | -1.8 | -1.0 | -7.0 | -0.6 | -3.0 | 0.8
O=c1c(/C=N/Nc2ccccc2)c(Sc2nnnn2-c2ccccc2)nc2ccccn12 | -3.5 | 6.3 | -106.0 | 98.7* | -0.4 | 9.0 | . | 6.4 | 5.8
CCOc1ncccc1C(=O)OC(C)C(=O)Nc1ccc(N2CCOCC2)cc1 (configuration not stated) | 0.8 | 10.9 | 2.3 | -0.6 | -4.8 | 12.0 | -1.0 | 1.5 | 0.6
N#CCC(=O)Nc1ccc(C(=O)OCC(=O)NC2CCCc3ccccc32)cc1 (configuration not stated) | 2.4 | -0.1 | -4.1 | -0.2 | 4.5 | -1.4 | -4.0 | 0.8 | 1.6
CCOC(=O)c1nc(C)nc(Sc2n[nH]c(-c3ccccc3)n2)c1C | 0.8 | 9.7 | -3.3 | -3.4 | 1.1 | -0.5 | -0.3 | 4.7 | 0.7
COc1ccc(-n2ncc3c(NCc4ccccn4)ncnc32)cc1 | 3.9 | 4.4 | -33.1 | 0.7 | -12.9 | 17.5 | 2.5 | -3.3 | 1.3
CCOc1ccccc1N1CN(Cc2ccccc2)CNC1=S | -5.7 | 0.7 | -6.0 | -0.4 | 7.0 | -10.3 | 4.2 | 5.0 | 0.1
Cc1cc(=O)oc(C)c1C(=O)NCCC(C)C | 7.0 | -6.7 | -13.4 | -1.1 | -1.1 | 0.7 | 2.0 | -0.3 | -1.9

Copied from the list:
Reading of O=C(CSc1nc2cc(Cl)ccc2s1)c1cc2ccccc2o1 in M4 antag: -4.9
Reading of COc1ccc(Cl)cc1NC(=O)c1ccoc1C in IDE inh: 6.1

More compounds.
SMILES | M4 PAM | M4 antag | CRFR2-BP antag | CRFR2-BP ag | CHRM5 PAM | CHRM5 antagonist | IDE inh | M5 ag | M4 ag
COc1ccc(C(C(=O)NC(C)(C)C)n2c(COc3ccc(C)cc3)nc3ccccc32)cc1 (configuration not stated) | -0.3 | -6.1 | . | . | -1.5 | -6.5 | . | -3.8 | 7.9
O=C(CSc1nc2ccccc2o1)N1CCN(S(=O)(=O)c2ccc3ccccc3c2)CC1 | 0.2 | 0.5 | 29.3 | 0.9 | -1.6 | 4.2 | 1.2 | 0.2 | 0.9
O=C(O)c1ccccc1-c1ccc(C=c2sc3nc4cc(Br)cnc4n3c2=O)o1 | 5.3 | -4.7 | . | . | 2.6 | -9.7 | . | 1.5 | 2.1
CS(=O)(=O)Nc1ccc(Oc2ncccn2)cc1 | 0.4 | -10.1 | 5.5 | 0.4 | -2.2 | 2.5 | 1.8 | 0.4 | 0.1
Cc1c(C(=O)N/N=C/c2cccs2)nnn1-c1nonc1N | -2.0 | -1.2 | -10.6 | 0.7 | -1.6 | 12.2 | 0.8 | 0.2 | 1.6
CCCCN(CCCC)CCNC(=O)CN1C(=O)CSc2ccc(S(=O)(=O)N3CCCCC3)cc21 | -8.7 | 11.0 | -13.2 | 0.3 | -4.8 | 4.9 | 1.0 | -11.4 | 0.0
O=C(CC1Oc2ccccc2NC1=O)NC1CCCC1 (configuration not stated) | 2.5 | 1.9 | 9.3 | -0.5 | 1.4 | 1.4 | 1.1 | 0.7 | 0.2
CCC(=O)NCc1c(C)c(C)n(Cc2ccccc2)c1-n1cccc1 | -0.2 | 1.9 | 1.9 | 0.7 | 4.9 | 3.4 | 2.3 | -1.6 | -1.2
N#Cc1ccccc1OCC(=O)OCC(=O)NC1CCCCCC1 | 5.4 | 1.8 | -2.1 | 0.1 | 0.4 | 5.2 | 0.8 | 2.6 | 0.5
CCN1CCN(C(c2cccnc2)c2c(NC(=O)c3ccco3)sc(C)c2C)CC1 (configuration not stated) | 6.1 | -3.4 | 0.0 | -0.5 | 3.8 | -1.5 | -8.1 | -4.6 | 2.1
COc1cc(Cl)c(C)cc1NC(C)C(=O)Nc1cc(C(F)(F)F)ccc1N1CCOCC1 (configuration not stated) | 3.3 | -8.3 | -27.0 | -0.7 | 8.1 | -6.0 | -0.2 | -5.9 | -0.8
CCc1nc2ccc(C(=O)NC(C)(C)C)cn2c1N(CC)Cc1cccc(Br)c1 | -2.6 | -10.2 | . | . | -5.4 | -3.9 | . | -0.8 | -0.5
CC1CN(c2ncc(/C=N/NC(=O)c3ccccc3O)s2)CC(C)O1 (configuration not stated) | -10.8 | 0.1 | -3.5 | -2.7 | -10.2 | -2.6 | 4.5 | -0.9 | 0.9
CC(C)c1cc(C(=O)NCc2cccnc2)no1 | 2.6 | -3.5 | 2.9 | -0.3 | 1.8 | 5.2 | 1.6 | -0.6 | 0.9
Cc1cc(-c2ccc(C)c(S(=O)(=O)NCCc3ccc(S(N)(=O)=O)cc3)c2)on1 | 7.9 | -9.5 | -10.8 | -0.1 | -5.5 | 11.0 | 2.5 | -4.9 | 2.5
CC(C)C(CC(=O)N1CCCCC1)C1CCOC(C)(C)C1 (configuration not stated) | -6.0 | 5.4 | -15.0 | -1.7 | -4.5 | 8.0 | 4.5 | -1.1 | 1.2
CCOc1ccc(NC(=O)c2ccccc2CO)cc1 | -3.4 | 2.4 | 26.2 | 0.8 | -2.6 | -8.1 | 5.5 | -4.1 | -0.2
COc1ccc2nc(C)cc(Nc3ccccc3O)c2c1 | -1.2 | -1.7 | -4.2 | -0.2 | 0.3 | 5.7 | 4.8 | -4.0 | 0.7
COc1ccccc1C(=O)NC(=O)COC(=O)CN1C(=O)NC(C)(C)C1=O | 11.7 | -3.3 | 10.3 | -1.9 | 5.3 | -0.9 | 8.1 | 1.4 | 0.1
O=C(COc1ccc2ccc(=O)oc2c1)c1ccccc1 | -18.4 | 7.1 | 5.5 | -0.7 | -0.1 | 1.4 | 2.9 | -0.5 | 4.1
COc1ccccc1-n1c(SCC(=O)NC(C)(C)C)nnc1-c1ccco1 | 8.2 | 5.8 | -2.0 | -0.1 | -1.0 | -6.3 | 2.8 | -0.5 | 0.4
C/C=C/C(=O)OCC(=O)Nc1cc([N+](=O)[O-])ccc1Cl | 6.5 | -2.6 | -6.3 | -0.7 | -6.1 | 10.4 | -1.3 | -1.7 | 0.9
CC12CC3CC1C(C(=O)O2)C3C(=O)O (configuration not stated) | 0.4 | -11.2 | -1.2 | 6.3 | -2.6 | -5.8 | . | -0.1 | 0.4
CCc1cc2cccc(C)c2nc1SCC(=O)Nc1nonc1C | 0.8 | -1.1 | -1.4 | 0.8 | -3.1 | -7.0 | -1.9 | -2.3 | 0.1
O=Cc1c(-[n+]2ccccc2)nc([O-])n1-c1ccccc1 | -0.5 | 2.1 | 13.4 | -0.6 | 0.4 | -2.8 | -1.3 | -2.2 | 1.0
CC(C)(C)OC(=O)N[C@H](Cc1ccccc1)C(=O)N1CCC(C(=O)O)CC1 | -6.0 | 6.9 | 24.4 | 2.1 | -4.6 | 3.5 | -2.4 | 2.4 | -0.1
CC1(C(=O)NS(=O)(=O)c2ccc(C#N)cc2)CCN1C(=O)CCc1ccc(Cl)cc1Cl (configuration not stated) | -0.8 | 0.4 | . | . | 1.1 | 5.6 | . | 0.9 | -0.5
O=C1NC(=Nc2ccccc2)S/C1=C\c1cccnc1 | -1.0 | -3.9 | 2.9 | -0.7 | -6.5 | 21.5 | 0.8 | 0.8 | 2.2

Structures listed above printed as active in CRFR2-BP ag.
SMILES | M4 PAM | M4 antag | CRFR2-BP antag | CRFR2-BP ag | CHRM5 PAM | CHRM5 antagonist | IDE inh | M5 ag | M4 ag
O=c1c(/C=N/Nc2ccccc2)c(Sc2nnnn2-c2ccccc2)nc2ccccn12 | -3.5 | 6.3 | -106.0 | 98.7* | -0.4 | 9.0 | . | 6.4 | 5.8
